Bioassay records deposited in PubChem by NMMLSC.
CIT2 TOR yeast: modulators of CIT2-GFP expression in yeast, primary screen, S. cerevisiae, GFP fusion, multiplex flow cytometry, MLPCN library; S. cerevisiae CIT2-GFP strain, 3 h; 100 means same as DMSO wells; GFP response vs DMSO, % at 10 µM; hit rate 0.065% among 320,000; AID 2029, 2009;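 active means GFP response relative to DMSO above a set limit, near the screen mean plus 3 SD, cut at about 150% in these data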;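 further: ratio of well median GFP fluorescence to mean of DMSO wells on the plate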
Yeast superoxide: reduction of superoxide in aged yeast, primary screen, HTS; S. cerevisiae aged cells, superoxide DHE fluorescence; active compounds read low; superoxide response (% of plate mean), % at 10 µM; hit rate 0.18% among 330,000; AID 2690, 2010;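 active means superoxide response under a set limit, about three screen SD below normal, cut at about 65% in these data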;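 further: yeast aged for seven days with compound at 30 °C before DHE staining; 100% = average MFI of all compound-treated wells on the plate with controls excluded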
AGP1-GFP MLPCN: modulators of AGP1-GFP expression in yeast TOR pathway, primary screen, cell-based, multiplex flow cytometry, S. cerevisiae, MLPCN library. hit rate 0.02% among 320,000. GFP response vs DMSO, % at 10 µM. 3 h; GFP as percent of DMSO wells;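 active means GFP response relative to DMSO above a set limit, near screen average plus 3 SD, cut at about 150% in these data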;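 further: median GFP channel fluorescence of the gated AGP1 strain per well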
GRK2 inh: compounds blocking aptamer binding on GRK2 – biochemical, human GRK2, bead flow cytometry, HTS, primary screen. hit rate 0.59% among 330,000. Beta-adrenergic receptor kinase 1 (Homo sapiens), P25098. inhibition of aptamer binding, % at 10 µM. FAM-aptamer displacement from GRK2;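 active means inhibition of aptamer binding above 40%, roughly 3 SD of noise, on plates passing a quality check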;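 further: median bead fluorescence of bound FAM aptamer so fluorescent compounds give negative values; no value below 0 was filed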
RPL19A-GFP yeast: RPL19A-GFP expression modulators in yeast, primary screen, cell-based, S. cerevisiae, multiplex flow cytometry, MLPCN; S. cerevisiae RPL19A-GFP strain, 3 h; active compounds read low; percent response vs DMSO, % at 10 µM; hit rate 0.3% among 330,000; AID 2025, 2009;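 active means percent response vs DMSO below 50%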;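 further: median channel GFP fluorescence of the barcoded RPL19A-GFP strain; ratio of sample median GFP to plate DMSO average so 100% = DMSO; lower means less RPL19A-GFP as with rapamycin TOR inhibition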
VLA-4 inh: inhibition in human VLA-4 binding assay, primary screen, VLA-4 allosteric modulator project, MLPCN library, flow cytometry, VLA-4 expressing cells. ligand binding flow cytometry. inhibition, % (about 7 µM as worked out from the volumes in the protocol). hit rate 0.2% among 330,000. AID 2557, 2010; in the data active means inhibition above about 50%
Target sequence (P13612 whole entry, looked up): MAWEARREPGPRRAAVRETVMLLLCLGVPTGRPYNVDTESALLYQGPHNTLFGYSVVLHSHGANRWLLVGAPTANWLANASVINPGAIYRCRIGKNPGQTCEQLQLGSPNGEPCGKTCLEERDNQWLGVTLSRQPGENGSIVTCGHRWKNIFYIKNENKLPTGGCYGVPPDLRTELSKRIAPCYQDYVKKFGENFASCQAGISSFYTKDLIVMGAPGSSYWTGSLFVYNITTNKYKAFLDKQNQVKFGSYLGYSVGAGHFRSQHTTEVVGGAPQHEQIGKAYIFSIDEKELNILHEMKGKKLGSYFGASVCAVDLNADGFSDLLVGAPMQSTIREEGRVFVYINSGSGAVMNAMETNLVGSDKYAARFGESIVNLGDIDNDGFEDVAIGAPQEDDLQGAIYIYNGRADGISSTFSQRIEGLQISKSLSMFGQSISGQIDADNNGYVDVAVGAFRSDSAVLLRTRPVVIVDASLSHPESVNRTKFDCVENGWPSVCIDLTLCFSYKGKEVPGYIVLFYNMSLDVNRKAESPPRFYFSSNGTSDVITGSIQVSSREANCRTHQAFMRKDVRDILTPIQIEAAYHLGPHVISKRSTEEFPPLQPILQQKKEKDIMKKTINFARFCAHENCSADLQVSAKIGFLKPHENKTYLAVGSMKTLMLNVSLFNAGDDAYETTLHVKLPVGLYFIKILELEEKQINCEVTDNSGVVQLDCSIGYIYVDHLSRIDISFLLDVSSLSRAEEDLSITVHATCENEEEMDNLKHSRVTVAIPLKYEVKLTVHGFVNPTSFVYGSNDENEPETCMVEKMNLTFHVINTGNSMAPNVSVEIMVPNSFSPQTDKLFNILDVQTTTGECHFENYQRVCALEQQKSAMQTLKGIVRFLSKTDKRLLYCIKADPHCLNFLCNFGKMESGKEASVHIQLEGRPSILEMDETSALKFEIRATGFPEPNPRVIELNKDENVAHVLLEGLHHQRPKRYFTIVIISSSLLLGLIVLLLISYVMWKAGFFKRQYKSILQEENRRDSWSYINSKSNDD
MEP2-GFP yeast: modulators of MEP2-GFP levels in yeast, primary screen, S. cerevisiae, multiplex flow cytometry, MLPCN library | S. cerevisiae MEP2-GFP strain, 3 h; 100% = DMSO control level | GFP response vs DMSO, % at 10 µM | AID 2016, 2009 | hit rate 0.51% among 330,000;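 active means GFP response versus DMSO above a set limit, roughly screen mean plus 3 SD, cut at about 180% in these data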;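 further: median GFP fluorescence of the barcode-gated MEP2-GFP cells per well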
LAP4-GFP MLPCN: modulators of LAP4-GFP expression in yeast, primary screen, S. cerevisiae, multiplex flow cytometry, MLPCN library; 3 h; median GFP as percent of DMSO wells; GFP response vs DMSO, % at 10 µM; hit rate 0.34% among 320,000; AID 2023, 2009;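 active means GFP response vs DMSO above a set limit, about the screen mean plus 3 SD, cut at about 150% in these data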
An asterisk follows results filed as active. Not a hit list. About 1.7% of those tested had a hit in this group.

For COc1ccccc1-c1nc(C#N)c(N2CCCCCC2)o1 the results were Yeast superoxide 108, AGP1-GFP MLPCN 92, GRK2 inh 1, RPL19A-GFP yeast 101, VLA-4 inh 2, MEP2-GFP yeast 102 and LAP4-GFP MLPCN 96.
`CCOC(=O)C1CCCN(S(=O)(=O)c2ccc(S(N)(=O)=O)cc2)C1` (stereo not drawn) gave CIT2 TOR yeast 88, Yeast superoxide 100, AGP1-GFP MLPCN 95, GRK2 inh 0, RPL19A-GFP yeast 94, VLA-4 inh 6, MEP2-GFP yeast 100 and LAP4-GFP MLPCN 102.
`Cc1ccc(N(CC(=O)NCc2ccccc2)C(=O)CCC(=O)Nc2ccccn2)cc1C` gave CIT2 TOR yeast 94, Yeast superoxide 102, AGP1-GFP MLPCN 97, GRK2 inh 5, RPL19A-GFP yeast 100, VLA-4 inh 1, MEP2-GFP yeast 104 and LAP4-GFP MLPCN 91.
Cc1ccc(-n2c(SCC(=O)N(C)C3CCS(=O)(=O)C3)nc3ccccc3c2=O)c(C)c1 (stereo not drawn) was read as CIT2 TOR yeast 109, Yeast superoxide 78, AGP1-GFP MLPCN 100, GRK2 inh 2, RPL19A-GFP yeast 99, VLA-4 inh -11, MEP2-GFP yeast 98 and LAP4-GFP MLPCN 95.
For O=C(O)c1cccc2c1C(=O)N(Cc1ccncc1)C2 the results were CIT2 TOR yeast 89, Yeast superoxide 114, AGP1-GFP MLPCN 96, GRK2 inh 1, RPL19A-GFP yeast 98, VLA-4 inh 25, MEP2-GFP yeast 99 and LAP4-GFP MLPCN 92.
For CCn1c(-c2cc(C3CC3)nc3ccccc23)n[nH]c1=S the results were CIT2 TOR yeast 100, Yeast superoxide 99, AGP1-GFP MLPCN 105, GRK2 inh 4, RPL19A-GFP yeast 102, VLA-4 inh 8, MEP2-GFP yeast 101 and LAP4-GFP MLPCN 101.
Screening O=C(Nc1ccc(S(=O)(=O)Nc2nccs2)cc1)C1CC(=O)N(c2ccc(Cl)cc2)C1 (stereo not drawn) returned CIT2 TOR yeast 99, Yeast superoxide 110, AGP1-GFP MLPCN 97, GRK2 inh 1, RPL19A-GFP yeast 102, VLA-4 inh 10, MEP2-GFP yeast 90 and LAP4-GFP MLPCN 94.
Screening O=S(=O)(c1ccc2c(c1)CCN2)N1CCCC1 returned CIT2 TOR yeast 102, Yeast superoxide 124, AGP1-GFP MLPCN 104, GRK2 inh 0, RPL19A-GFP yeast 100, VLA-4 inh 10, MEP2-GFP yeast 98 and LAP4-GFP MLPCN 87.
For CN(c1ccc(OCC(=O)NCCc2ccccc2)cc1)S(=O)(=O)c1ccc(Cl)cc1 the results were CIT2 TOR yeast 107, Yeast superoxide 95, AGP1-GFP MLPCN 109, GRK2 inh 0, RPL19A-GFP yeast 100, VLA-4 inh 7, MEP2-GFP yeast 100 and LAP4-GFP MLPCN 104.
`COc1ccccc1NC(=O)c1c(Nc2ccccc2F)sc(C(=O)Nc2cccc(Cl)c2)c1N` gave CIT2 TOR yeast 98, Yeast superoxide 96, AGP1-GFP MLPCN 96, GRK2 inh 0, RPL19A-GFP yeast 100, VLA-4 inh 3, MEP2-GFP yeast 98 and LAP4-GFP MLPCN 93.
COCc1c(C(=O)N/N=C/c2ccc(C)o2)nnn1-c1nonc1N was read as CIT2 TOR yeast 104, Yeast superoxide 98, AGP1-GFP MLPCN 100, GRK2 inh 1, RPL19A-GFP yeast 103, VLA-4 inh -1, MEP2-GFP yeast 96 and LAP4-GFP MLPCN 97.
For CCOc1ccc(N2C(=O)CC(Sc3nccc(C)n3)C2=O)cc1 (stereo not drawn) the results were CIT2 TOR yeast 96, Yeast superoxide 102, AGP1-GFP MLPCN 106, GRK2 inh 0, RPL19A-GFP yeast 101, VLA-4 inh 6, MEP2-GFP yeast 102 and LAP4-GFP MLPCN 98.
Screening CCc1cc2c(NC(Cc3ccccc3)C(=O)O)ncnc2s1 (stereo not drawn) returned CIT2 TOR yeast 100, Yeast superoxide 100, AGP1-GFP MLPCN 106, GRK2 inh 2, RPL19A-GFP yeast 104, VLA-4 inh -4, MEP2-GFP yeast 102 and LAP4-GFP MLPCN 97.
Cc1onc(-c2ccccc2Cl)c1C(=O)NNC(=O)c1cccc(F)c1 was read as CIT2 TOR yeast 102, Yeast superoxide 96, AGP1-GFP MLPCN 104, GRK2 inh 5, RPL19A-GFP yeast 107, VLA-4 inh 1, MEP2-GFP yeast 106 and LAP4-GFP MLPCN 104.
For CCc1ccc(S(=O)(=O)NCCc2csc(-c3cccnc3)n2)s1 the results were CIT2 TOR yeast 107, Yeast superoxide 115, AGP1-GFP MLPCN 96, GRK2 inh 0, RPL19A-GFP yeast 97, VLA-4 inh -16, MEP2-GFP yeast 119 and LAP4-GFP MLPCN 104.
For O=c1[nH]c2ccccc2nc1-c1c[nH]c2ccccc12 the results were CIT2 TOR yeast 99, Yeast superoxide 97, AGP1-GFP MLPCN 95, GRK2 inh 0, RPL19A-GFP yeast 101, VLA-4 inh 10, MEP2-GFP yeast 118 and LAP4-GFP MLPCN 112.
CC(/C=C/c1ccco1)=N/NC(=O)CNc1ccccc1C was read as CIT2 TOR yeast 93, Yeast superoxide 90, AGP1-GFP MLPCN 92, GRK2 inh 0, RPL19A-GFP yeast 93, VLA-4 inh 6, MEP2-GFP yeast 97 and LAP4-GFP MLPCN 105.
`CC(C)N1CCC(N2CCN(CCCn3cccn3)CC2CCO)CC1` (stereo not drawn) gave CIT2 TOR yeast 100, Yeast superoxide 96, AGP1-GFP MLPCN 105, GRK2 inh 0, RPL19A-GFP yeast 108, VLA-4 inh 3, MEP2-GFP yeast 98 and LAP4-GFP MLPCN 88.
COCCCNC(=S)Nc1ccc(OC(F)F)cc1C was read as CIT2 TOR yeast 87, Yeast superoxide 100, AGP1-GFP MLPCN 89, GRK2 inh 0, RPL19A-GFP yeast 99, VLA-4 inh 14, MEP2-GFP yeast 96 and LAP4-GFP MLPCN 84.
For COc1ccccc1CC(=O)Nc1ccc(OC)c(OC)c1 the results were CIT2 TOR yeast 104, Yeast superoxide 105, AGP1-GFP MLPCN 103, GRK2 inh 0, RPL19A-GFP yeast 103, VLA-4 inh 13, MEP2-GFP yeast 107 and LAP4-GFP MLPCN 94.
For CC(C)(C)c1ccc(OCc2ccc(C(=O)NN)o2)cc1 the results were CIT2 TOR yeast 90, Yeast superoxide 109, AGP1-GFP MLPCN 107, GRK2 inh 0, RPL19A-GFP yeast 100, VLA-4 inh 6, MEP2-GFP yeast 94 and LAP4-GFP MLPCN 114.
For O=C(NC1CCCCCC1)C1CCCN1S(=O)(=O)c1cccc2cccnc12 (stereo not drawn) the results were CIT2 TOR yeast 106, Yeast superoxide 100, AGP1-GFP MLPCN 110, GRK2 inh 0, RPL19A-GFP yeast 104, VLA-4 inh -7, MEP2-GFP yeast 109 and LAP4-GFP MLPCN 107.
CCCCNC(=O)C(=O)N/N=C/c1ccc(OCc2ccccc2)cc1 was read as CIT2 TOR yeast 94, Yeast superoxide 93, AGP1-GFP MLPCN 97, GRK2 inh 0, RPL19A-GFP yeast 93, VLA-4 inh -3, MEP2-GFP yeast 101 and LAP4-GFP MLPCN 98.
CCN(CC)S(=O)(=O)c1ccc(C(=O)Nc2ncn(Cc3ccccc3)n2)cc1 was read as CIT2 TOR yeast 95, Yeast superoxide 92, AGP1-GFP MLPCN 99, GRK2 inh 0, RPL19A-GFP yeast 100, VLA-4 inh 16, MEP2-GFP yeast 99 and LAP4-GFP MLPCN 98.
Screening CCOC(=O)c1cc(-c2ccc3c(c2)OCO3)nc2onc(C)c12 returned CIT2 TOR yeast 96, Yeast superoxide 94, AGP1-GFP MLPCN 103, GRK2 inh 0, RPL19A-GFP yeast 100, VLA-4 inh -7, MEP2-GFP yeast 103 and LAP4-GFP MLPCN 102.
Screening CC(=O)Nc1ccc(NC(=O)CSc2nnc(-c3cc(C)[nH]n3)n2N)cc1 returned CIT2 TOR yeast 99, Yeast superoxide 99, AGP1-GFP MLPCN 100, GRK2 inh 0, RPL19A-GFP yeast 101, VLA-4 inh 5, MEP2-GFP yeast 98 and LAP4-GFP MLPCN 94.
COc1cc(OC)c(C=O)c(OC(=O)N2CCOCC2)c1 was read as CIT2 TOR yeast 103, Yeast superoxide 82, AGP1-GFP MLPCN 93, GRK2 inh 1, RPL19A-GFP yeast 109, VLA-4 inh 3, MEP2-GFP yeast 104 and LAP4-GFP MLPCN 97.
Clc1cccc(OCCn2cncn2)c1Cl was read as CIT2 TOR yeast 100, Yeast superoxide 117, AGP1-GFP MLPCN 100, GRK2 inh 1, RPL19A-GFP yeast 98, VLA-4 inh 8, MEP2-GFP yeast 100 and LAP4-GFP MLPCN 97.
Cn1nnc(NC(=O)c2ccco2)n1 was read as CIT2 TOR yeast 115, Yeast superoxide 108, AGP1-GFP MLPCN 109, GRK2 inh 2, RPL19A-GFP yeast 104, VLA-4 inh 10, MEP2-GFP yeast 110 and LAP4-GFP MLPCN 100.
O=C(O)CCC(=O)Nc1ccccc1C(=O)NC1CCCCC1 was read as CIT2 TOR yeast 100, Yeast superoxide 96, AGP1-GFP MLPCN 104, GRK2 inh 1, RPL19A-GFP yeast 101, VLA-4 inh 20, MEP2-GFP yeast 104 and LAP4-GFP MLPCN 96.
`O=C(CCn1c(=O)c2cccn2c2ccccc21)Nc1ccc(F)cc1` gave CIT2 TOR yeast 99, Yeast superoxide 96, AGP1-GFP MLPCN 97, GRK2 inh 0, RPL19A-GFP yeast 102, VLA-4 inh -6, MEP2-GFP yeast 116 and LAP4-GFP MLPCN 97.

Reprinted at random: 4 records from the list.
For CCc1ccc(S(=O)(=O)NCCc2csc(-c3cccnc3)n2)s1 the results were CIT2 TOR yeast 107, Yeast superoxide 115, AGP1-GFP MLPCN 96, GRK2 inh 0, RPL19A-GFP yeast 97, VLA-4 inh -16, MEP2-GFP yeast 119 and LAP4-GFP MLPCN 104.
For O=C(O)c1cccc2c1C(=O)N(Cc1ccncc1)C2 the results were CIT2 TOR yeast 89, Yeast superoxide 114, AGP1-GFP MLPCN 96, GRK2 inh 1, RPL19A-GFP yeast 98, VLA-4 inh 25, MEP2-GFP yeast 99 and LAP4-GFP MLPCN 92.
COCCCNC(=S)Nc1ccc(OC(F)F)cc1C was read as CIT2 TOR yeast 87, Yeast superoxide 100, AGP1-GFP MLPCN 89, GRK2 inh 0, RPL19A-GFP yeast 99, VLA-4 inh 14, MEP2-GFP yeast 96 and LAP4-GFP MLPCN 84.
`COc1ccccc1NC(=O)c1c(Nc2ccccc2F)sc(C(=O)Nc2cccc(Cl)c2)c1N` gave CIT2 TOR yeast 98, Yeast superoxide 96, AGP1-GFP MLPCN 96, GRK2 inh 0, RPL19A-GFP yeast 100, VLA-4 inh 3, MEP2-GFP yeast 98 and LAP4-GFP MLPCN 93.
